From PubChem BioAssay
Polio RdRp inh = inhibitors of poliovirus RNA polymerase binding and polymerization; poliovirus polymerase elongation, fluorescence polarization; hits give low values; % elongation, % (compound at 16.7 µg/mL); 0.66% of 150,000 active; AID 588519; in the data active = % elongation below about 90%; note: some results filed as inactive read as strong as hits
Target sequence (P03300 1749-2209 limits assumed): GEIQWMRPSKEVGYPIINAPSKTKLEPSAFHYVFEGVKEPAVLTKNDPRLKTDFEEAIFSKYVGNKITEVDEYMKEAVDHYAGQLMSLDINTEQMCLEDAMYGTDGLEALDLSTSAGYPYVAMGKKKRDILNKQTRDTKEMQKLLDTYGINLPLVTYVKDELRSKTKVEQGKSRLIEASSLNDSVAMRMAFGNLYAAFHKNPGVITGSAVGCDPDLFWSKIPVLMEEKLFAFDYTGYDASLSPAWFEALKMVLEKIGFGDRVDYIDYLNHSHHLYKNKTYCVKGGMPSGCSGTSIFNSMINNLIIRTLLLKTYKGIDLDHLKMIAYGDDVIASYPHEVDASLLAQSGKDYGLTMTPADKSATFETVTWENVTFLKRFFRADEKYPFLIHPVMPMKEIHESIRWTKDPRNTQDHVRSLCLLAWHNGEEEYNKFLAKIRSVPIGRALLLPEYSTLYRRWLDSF
Polio RdRp inh FP z-score = also measured in Polio RdRp inh; calls as there; z-score; measured here: FP z-score; hits read low
* = called active by the depositor; & = joins results of further samples. This is a subset; count on the stated rates, not on these rows.

Under each structure – Polio RdRp inh	Polio RdRp inh FP z-score
CC(C)(C)OC(=O)N1CCC2(CC1)C(C#N)=C(N)OC1=C2C(=O)CCC1
→ 100	-0.1
CC(=O)N1c2ccc(S(=O)(=O)NCCC(=O)Nc3ccc(Br)c(C)c3)cc2CC1C (configuration not stated)
→ 107	0.2
NC(=O)Nc1nc2ccccc2[nH]c1=O
→ 101	-0.1
CCOC(=O)C1CCCN(CC(=O)N2CCCc3c2c(=O)oc2ccc(OCc4ccccc4)cc32)C1 (configuration not stated)
→ 99	-1.8
Cc1ccnc(N2C(=O)OC(C)(C)C2(C)O)c1 (configuration not stated)
→ 101	-0.1
N#Cc1ccc(NC(=O)NCCc2c[nH]c3ccccc23)cc1
→ 101	-0.6
O=C(Nc1ccc(F)cc1)c1cc(N2CCN(c3ccc(F)cc3)CC2)nc2ccccc12
→ 103	0.6
COc1cc2c(cc1OC)C1C(C(=O)NC3CCCC(C)C3C)c3ccccc3C(=O)N1CC2 (configuration not stated)
→ 101	-0.1
Cc1ccccc1-c1nnc2sc(NC(=O)C(C)C)nn12
→ 99	-1.3
Cc1cc(C(=O)Nc2cccc(C(F)(F)F)c2)c2c(C)nn(-c3cccc(F)c3)c2n1
→ 103	-1
CCOc1ccc(C2C(=O)N(C3CCCCCC3)CC(=O)N2Cc2ccc(F)cc2)cc1OC (configuration not stated)
→ 101	-1.4
COc1ccc(Cn2c(SCc3ccc(C(=O)NCc4cccs4)cc3)nc3ccncc32)cc1
→ 109	-0.2
O=C(O)CCc1ccc(-c2cccs2)n1-c1ccccc1C(F)(F)F
→ 102	0.2
CSc1nnc(C)c(=O)n1COC(=O)COc1ccccc1
→ 106	1.4
CC1(C)C2CCC1(C)C(NC(=O)CC[N+](C)(C)Cc1ccccc1)C2 (configuration not stated)
→ 104	0.5
CC(=O)c1ccc(NC(=O)c2cc3c(=O)oc4ccc(C)cc4c3s2)cc1
→ 105	0.2
COc1cc(OC)cc(C(=O)Nc2nnc3n2CCS3)c1
→ 102	-1.2
CC(=O)c1ccc(N2CCN(c3ncnc4c3nc3n4CCCC3)CC2)cc1
→ 104	-0.6
CN1CCC(N(C)C(=O)/C(=C/c2ccc(Cl)cc2)c2ccc(F)cc2)CC1
→ 102	0.5
Cc1nc2c3ccccc3nc(NNC(=O)CCC(=O)O)n2n1
→ 105	0.2
Cc1cccn2cc(-c3cccc(NS(=O)(=O)c4ccc(Cl)cc4)c3)nc12
→ 101	-0.1
CC1CCc2c(C(=O)Nc3nccs3)csc2C1 (configuration not stated)
→ 101	-0.3
Cc1cccc(NC(=O)CN2N=NC3C(=O)N(c4cccc(Cl)c4)C(=O)C32)c1C (configuration not stated)
→ 99	-0.7
CC1Cn2cc(C(=O)Nc3cccc(C(F)(F)F)c3)c(=O)c3c(Cl)ccc(c32)O1 (configuration not stated)
→ 115	0.8
CCc1ccc(C2C(C#N)=C(N)N(N(C)C)C3=C2C(=O)CCC3)cc1 (configuration not stated)
→ 99	-0.4
CCNC(=O)c1c(NC(=O)COc2ccc(F)cc2)sc2c1CCCC2
→ 107	0.6
Brc1ccc(CSc2ccc(-c3ccco3)nn2)cc1
→ 101	-0.1
COc1ccc(Nc2nc3c(C)cccn3c(=O)c2C=NCc2ccccc2)cc1
→ 103	0.3
COc1cc2oc(=O)c(CC(=O)NCCc3ccccc3)c(C)c2cc1Cl
→ 105	-0.3
Cc1cccc(NC(=O)CN2C(=O)C(c3ccc(F)cc3)=NC23CCCCCC3)c1
→ 113	1.2
CC1Cc2ccccc2N1C(=O)/C=C/c1cccs1 (configuration not stated)
→ 105	0.3
CC(=O)Nc1cccc2nsnc12
→ 101	0.2
Cc1ccc(CNC(=O)c2cn(C)c3ccc(S(=O)(=O)N4CCOCC4)cc3c2=O)cc1
→ 109	0.9
Nc1nc(C2COc3ccccc3O2)ncc1S(=O)(=O)c1ccccc1 (configuration not stated)
→ 108	0.8
CC(C)CN(C(=O)c1ccncc1)c1nc2ccccc2s1
→ 87*	-2.6*
CN(C)c1nc(OC(C(F)(F)F)C(F)(F)F)nc(N(c2ccccc2)c2ccccc2)n1
→ 101	0
O=C(O)c1ccccc1-c1c2cc(Br)c(=O)cc-2oc2[c]([Hg])c(O)c(Br)cc12
→ 70&65	-3.6&-7.7
N#CCCN(Cn1nnc2ccccc21)c1ccccc1
→ 99	-0.7
Cc1cccc(N2CCN(C(=O)Cn3c(=O)[nH]c4ccsc4c3=O)CC2C)c1 (configuration not stated)
→ 99	-0.1
O=C(CSc1nnc2c(n1)CCCC2)c1ccc2c(c1)OCCO2
→ 103	0.3

Next part, overlapping the part above by four compounds.
Under each structure – Polio RdRp inh	Polio RdRp inh FP z-score
O=C(O)c1ccccc1-c1c2cc(Br)c(=O)cc-2oc2[c]([Hg])c(O)c(Br)cc12
→ 70&65	-3.6&-7.7
N#CCCN(Cn1nnc2ccccc21)c1ccccc1
→ 99	-0.7
Cc1cccc(N2CCN(C(=O)Cn3c(=O)[nH]c4ccsc4c3=O)CC2C)c1 (configuration not stated)
→ 99	-0.1
O=C(CSc1nnc2c(n1)CCCC2)c1ccc2c(c1)OCCO2
→ 103	0.3
O=C(O)CCCN1C(=O)CCC1=O
→ 104	0.5
Cc1ccc(NC(=O)N2Cc3cccn3-c3cccnc32)c(C)c1
→ 101	-0.3
Cc1ccc(NC(=O)Nc2nnc(N(C)C3CCCCC3)s2)c(Cl)c1
→ 104	-0.6
CCCSCCCNC(=O)c1ccc2nc(Cc3ccccc3)oc2c1
→ 105	-0.5
CC1CCCC(C)N1C(=O)COC(=O)c1ccc[nH]c1=O (configuration not stated)
→ 102	0.2
CC(=O)N1CCc2c(sc3c2c(=O)n(-c2ccccc2C)c(=O)n3CC(=O)Nc2ccccc2)C1
→ 108	1.3
O=C(CCCSc1ccccc1)Nc1cccc(CO)c1
→ 99	-0.4
O=C(O)/C(S)=C\C=C\c1ccccc1
→ 101	-0.1
O=C1Nc2ccccc2/C1=C\c1ccc(N2CCOCC2)cc1
→ 113	1.2
CC(C)C(=O)Nc1sc2c(c1C(=O)O)CCCC2
→ 102	0.1
CN1C(=O)/C(=C/c2cn(CC(=O)N3CCCC3)c3ccccc23)C(=O)NC1=S
→ 99	-0.6
COc1ccc(NCc2cc3cc4c(cc3n(CC(=O)Nc3ccccc3)c2=O)OCO4)cc1
→ 109	0.6
Cc1ccc2oc(-c3cccc(NC(=O)c4cccc5c(Br)cccc45)c3)nc2c1
→ 103	-0.1
O=C(O)CCN1N=C(c2ccccc2)/C(=C\c2cn(-c3ccccc3)nc2-c2cc3ccccc3o2)C1=O
→ 104	-0.3
O=C(COc1ncnc2ccccc12)Nc1ccc(Cl)cc1
→ 102	0.1
Cc1oc(C)c(C(=O)Nc2ccc(CC(=O)O)cc2)c1C(=O)Nc1ccc(CC(=O)O)cc1
→ 100	0
CC(C)C(=O)N(c1ccc(Cl)cc1)C1C=CS(=O)(=O)C1 (configuration not stated)
→ 102	1
Cc1ccc2c(C)c(-c3ccccc3)c(=O)oc2c1
→ 103	-0.1
O=C(NN1C(=O)c2ccccc2C1=O)c1cccc(Cl)c1
→ 101	-0.4
CCc1cccc(NC(=O)c2nnn(Cc3ccc(SC)cc3)c2N)c1
→ 102	-1.1
O=c1oc2cc(Oc3ncccn3)ccc2c2c1CCCCC2
→ 105	0.2
CC(=O)Nc1ccc(C(=O)OCC(=O)c2ccc3c(c2)OCCO3)cc1
→ 105	0.2
COc1ccc(C)cc1NS(=O)(=O)c1ccc2c(c1)n(C)c(=O)n2C
→ 109	0.7
Cc1ccc(-n2ncc3c2ncn2nc(Cc4ccccc4)nc32)cc1
→ 107	1.4
Cc1c(O)c(C(=O)c2nn[nH]n2)c(=O)n(-c2ccccc2)c1-c1ccccc1
→ 102	-0.3
CCOC(=O)N1CCN(S(=O)(=O)N2CCCC(C(=O)NCc3ccccc3OC)C2)CC1 (configuration not stated)
→ 109	-0.4
O=C(O)c1ccc(-c2cn3cccnc3n2)cc1
→ 91	-1.9
CCC1(CC)NC(=O)N(Cc2nnc(-c3ccccc3Br)o2)C1=O
→ 98	0
COc1ccc2oc(=O)cc(CN3CCN(c4ccccc4F)CC3)c2c1
→ 106	-0.5
S=c1cc(-c2ccccc2)sc2ccccc12
→ 102	0.1
Cc1ccc(C)c(CN2C(=O)c3ccccc3S(=O)(=O)c3ccc(C(=O)NCCN(C)C)cc32)c1
→ 100	-0.5
CCc1nc2ccccc2c(C(=O)OCC(=O)NCc2ccccc2)c1C
→ 101	-0.1
N[C@@H](Cc1ccc(O)c(O)c1)C(=O)O
→ 99&100	-0.2&0.2
CCCCN(CC)C(=O)c1ccc(Cl)c(Cl)c1
→ 100	0
CCN1CCc2c(sc(N)c2C(=O)OC)C1
→ 95	-2.5
Cc1ccc(-n2nc3ccc(NC(=O)Cc4ccc(Cl)cc4)cc3n2)cc1
→ 111	0.7
CCc1sc(Nc2cccc(C)c2)nc1-c1cc2cccc(OC)c2oc1=O
→ 108	0.3
CN1CCC(N(C)C(=O)COc2ccccc2Cl)CC1
→ 104	0.3
COc1cc2cc(C(=O)O)cc(-c3ccc(C)cc3)c2cc1OC
→ 100	-0.3
O=C(CNC1CCCCC1)N1CCC2(CC1)OCCO2
→ 103	0.4

A draw from above in order of molecular weight, descending:
Under each structure – Polio RdRp inh	Polio RdRp inh FP z-score
CCC1(CC)NC(=O)N(Cc2nnc(-c3ccccc3Br)o2)C1=O
→ 98	0
CCc1sc(Nc2cccc(C)c2)nc1-c1cc2cccc(OC)c2oc1=O
→ 108	0.3
Cc1c(O)c(C(=O)c2nn[nH]n2)c(=O)n(-c2ccccc2)c1-c1ccccc1
→ 102	-0.3
Cc1ccc(-n2ncc3c2ncn2nc(Cc4ccccc4)nc32)cc1
→ 107	1.4
O=C(CNC1CCCCC1)N1CCC2(CC1)OCCO2
→ 103	0.4
CCCCN(CC)C(=O)c1ccc(Cl)c(Cl)c1
→ 100	0
CCN1CCc2c(sc(N)c2C(=O)OC)C1
→ 95	-2.5

(list continues)
Under each structure – Polio RdRp inh	Polio RdRp inh FP z-score
COc1ccc(C=C2C(=O)N(C)C(=S)N(C)C2=O)c(C)c1
→ 98	-1.2
COc1ccc(N=Cc2cc(Br)ccc2O)c(S(=O)(=O)N2CCOCC2)c1
→ 101	0
CC1(C)CC2CC(C)(CN2C(=O)CSc2nn3c(=O)c(C(C)(C)C)nnc3s2)C1 (configuration not stated)
→ 103	0.1
COc1ccc(/C=C/C(=O)OCC(=O)N2CC(C)CC(C)C2)cc1 (configuration not stated)
→ 107	0
COC(=O)CSc1nnc(C2CCCCC2)n1Cc1ccccc1
→ 101	0
Cc1ccc(NC2(C#N)C(=O)Nc3ccccc32)cc1C (configuration not stated)
→ 105	0.7
CCCc1[nH]nc2c1C(c1cc(OC)c(OC(C)=O)c(OC)c1)C(C#N)=C(N)O2 (configuration not stated)
→ 109	0.6
CC(NC(=O)Cn1ncc2c3ccccc3n(Cc3ccc(F)cc3)c2c1=O)c1ccccc1 (configuration not stated)
→ 106	-0.3
COC(=O)c1oc2cc(C)ccc2c1C
→ 103	0.3
COc1ccc(C(CC(=O)NCc2ccccc2)N2Cc3ccccc3C2=O)cc1 (configuration not stated)
→ 115	1.3
COc1ccc(CN2C(=O)c3cccnc3C2=O)cc1S(=O)(=O)N1CCCCC1
→ 108	1.2
O=C(CN1C(=O)/C(=C/c2ccccc2)Sc2ccccc21)N1CCCC1
→ 104	1.4
Cc1ccccc1Nc1sc(C(=O)c2ccc3c(c2)OCO3)c(N)c1S(=O)(=O)c1ccccc1
→ 108	0.5
O=C(C(Sc1nnnn1C1CCCC1)c1ccccc1)N1CCOCC1 (configuration not stated)
→ 102	-0.1
O=C(OCc1nc2ccc(Cl)cc2n1CCO)c1ccccc1
→ 108	1.2
CNCCCNc1ccnc2cc(Cl)ccc12
→ 102	0.2
CCCC(=O)Nc1ccc(Cl)c(NC(=O)c2cccnc2Cl)c1
→ 106	0.9
COc1cc(CN2CCC(N)CC2)cc(OC)c1OC
→ 102	0
O=C(CN1C(=O)c2cccc3cccc1c23)Nc1ccccc1
→ 102	0.1
OC(c1ccccc1)c1ccc2c(c1)c1c3n2CCNC3CCC1 (configuration not stated)
→ 102	0.1
NS(=O)(=O)c1ccc(CCNC(=O)CC2=NS(=O)(=O)c3ccccc3N2)cc1
→ 98	-1.7
CC(C)c1ccccc1NC(=O)CN1C(=O)c2ccccc2C1=O
→ 97	-0.4
CCC1(c2ccccc2)NC(=S)N(C)N1 (configuration not stated)
→ 100	-0.2
COc1ccc(-c2noc(CN(C(C)C)S(=O)(=O)c3ccc(Br)cc3)n2)cc1
→ 113	0.9
Cc1ccccc1OCCn1c(O)c(N=O)c2ccccc21
→ 106	0.4
Cc1n[nH]c(C)c1S(=O)(=O)N1CCC(C(=O)N(C)Cc2cccc(Cl)c2Cl)CC1
→ 103	-0.2
CCOc1ccc(C(=O)c2cn(Cc3ccc(F)cc3)c3ccc(F)cc3c2=O)cc1
→ 104	-0.9
CCCOc1cccc(C2c3c(oc4ccc(F)cc4c3=O)C(=O)N2Cc2ccc3c(c2)OCO3)c1 (configuration not stated)
→ 103	-0.2
O=C(COC(=O)CSc1ccc2ccccc2c1)NC1CCCC1
→ 100	-0.4
O=c1oc2ccc(Cl)cc2nc1/C=C(\O)c1ccco1
→ 103	0.4
CCOC(=O)c1c(S(=O)(=O)NCC(=O)NCc2ccccc2)c(C)n(C)c1C
→ 106	0
O=C(NC1CCCC1)c1cc2c(Cl)nc3ccccc3c2s1
→ 103	0.6
NS(=O)(=O)c1cc(C(=O)OCC(=O)N2CCCC2=O)ccc1Cl
→ 103	0.4
COc1cc2c(cc1OC)C(C)N(c1ncnc3onc(C)c13)CC2 (configuration not stated)
→ 101	-0.2
CCOC(=O)/C(=N\O)C1=NC(C)(C)Cc2ccccc21
→ 100	-0.2
O=C(O)c1cc(-c2cccs2)nc2ccc(Br)cc12
→ 78	-3.2
CCC(=O)N1CCCc2cc(S(=O)(=O)N3CCC(C(=O)NCc4ccc(F)cc4)CC3)ccc21
→ 106	-0.2
